Compound activity deposited in PubChem BioAssay by several laboratories.
BaF3 parental = counter-screen for JAK2V617F inhibitors: parental Ba/F3 viability inhibitors; CellTiter-Glo ATP luminescence; 1.1% of 220,000 active; inhibition, % at 5.6 µM;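 active = inhibition above a per-campaign cutoff, the mean inhibition of all tested compounds plus 3 SD, cut at about 27% in these data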;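 note: 0% = DMSO wells and 100% = JAK Inhibitor I control wells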
TRPN1 ag = zebrafish TRPN1 (NompC) channel agonism. HEK293 zebrafish TRPN1-YFP, Fluo-8 calcium fluorescence; 100% = response to 87 µM carbachol. activation, % at 3 µM. 0.18% of 220,000 active;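 active = activation above its plate's cutoff, the mean activation of test wells on that plate plus 3 SD, cut at about 19% in these data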;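 note: 0% = DMSO alone and 100% = 87 µM carbachol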
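Material – zebrafish TRPN1-YFP in HEK293 cells · Doses – 3 µM single point · Schedule – dye 1 h 37 °C plus 30 min RT · Signal – Fluo-8 calcium fluorescence, excitation 470-495 nm, emission 515-575 nm · Read-out – % activation versus carbachol response · Control set – carbachol high, DMSO low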
EP2 modulator = modulates human prostaglandin E2 receptor EP2 signaling; induction, % at 25 µM; 0.83% of 260,000 active; AID 940; EP2-expressing cells, cAMP HTRF FRET, PGE2 co-stimulation;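 active = compounds whose cAMP rise, as percent of the full-agonist control response, exceeds 60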;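 note: rat C6 glioma line stably carrying human EP2 under a CMV promoter; the protocol text gives 20 µM as final concentration; 100% = response of wells given 1 µM PGE2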
Target sequence (P43116 whole entry, looked up): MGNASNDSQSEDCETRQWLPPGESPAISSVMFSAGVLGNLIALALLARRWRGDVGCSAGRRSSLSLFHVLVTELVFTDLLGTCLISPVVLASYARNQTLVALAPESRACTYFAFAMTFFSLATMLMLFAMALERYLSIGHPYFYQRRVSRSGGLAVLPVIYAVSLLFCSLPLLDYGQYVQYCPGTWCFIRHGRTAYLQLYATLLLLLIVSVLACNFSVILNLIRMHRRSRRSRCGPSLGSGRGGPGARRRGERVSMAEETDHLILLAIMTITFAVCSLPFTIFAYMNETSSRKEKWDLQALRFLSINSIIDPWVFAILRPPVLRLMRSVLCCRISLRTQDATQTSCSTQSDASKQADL
PERK inh = inhibitors of human PERK kinase; Q9NZJ5; CHO PERK-DD fusion, SEAP luminescence translation reporter; inhibition, % at 5.6 µM; 0.17% of 220,000 active;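 active = inhibition above the mean inhibition of all tested compounds plus 3 SD, set separately per screening campaign, cut at about 2.9% in these data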;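 note: PERK kinase domain activated by AP20187 dimerizer at 100 nM; 0% = DMSO with dimerizer and 100% = rapamycin at 8.4 µM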
Calpain2 inh = inhibitors of pig calpain II | purified calpain II, fluorogenic peptide substrate, 30 min | inhibition, % at 16 µM | 0.37% of 220,000 active;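 active = inhibition above about 50%, limit read from the data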
TRPML3 agonist = agonists of human TRPML3 channel. activation, % at 3 µM. Q8TDD5. 0.29% of 220,000 active. HEK293 TRPML3-YFP, Fluo-8 calcium fluorescence; 100% = the carbachol control signal;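 active = activation above its plate's cutoff, the mean activation of the plate's test wells plus 3 SD, cut at about 12% in these data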;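 note: 0% = DMSO only wells and 100% = carbachol wells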
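Material: HEK293 cells stably carrying human TRPML3-YFP; compound dosing: single dose, 3 µM final nominal compound, 0.3% DMSO final; incubation: 1-h 37 °C dye load, 5-s basal, 120-s post-compound reads; technique: Fluo-8 intracellular calcium fluorescence, excitation 470-495 nm, emission 515-575 nm; read-out basis: percent activation from peak-to-basal fluorescence ratio, scaled between DMSO and carbachol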
S1P4 agonist = activates the human S1P4 receptor. O95977. S1P4-expressing cell line, agonist reporter assay. activation, % at 4.98 µM. 0.35% of 220,000 active; in the data active = activation above about 11%;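 note: 0% = DMSO vehicle and 100% = reference agonist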
Target sequence (O95977 whole entry, looked up): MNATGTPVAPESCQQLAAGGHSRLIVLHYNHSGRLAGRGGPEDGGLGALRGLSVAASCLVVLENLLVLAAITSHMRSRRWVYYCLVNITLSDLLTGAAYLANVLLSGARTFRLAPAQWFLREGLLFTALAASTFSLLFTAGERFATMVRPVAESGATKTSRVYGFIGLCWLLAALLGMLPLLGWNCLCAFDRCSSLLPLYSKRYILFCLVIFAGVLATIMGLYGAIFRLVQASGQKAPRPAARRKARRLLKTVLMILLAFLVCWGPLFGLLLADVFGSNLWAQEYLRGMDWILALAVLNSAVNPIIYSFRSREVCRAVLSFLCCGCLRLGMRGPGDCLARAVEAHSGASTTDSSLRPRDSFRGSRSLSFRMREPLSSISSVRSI
Ba/F3 V617F tox = reduce viability of Ba/F3 cells dependent on JAK2V617F; inhibition, % at 5.6 µM; Ba/F3 EpoR-JAK2V617F viability, ATP luminescence; 1.1% of 220,000 active; AID 1446;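 active = inhibition above the campaign mean plus 3 SD over all tested compounds, cut at about 24% in these data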;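 note: cytokine-independent growth of Ba/F3 cells driven by EpoR plus mutant JAK2; 0% = DMSO-treated cells and 100% = JAK inhibitor I control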
S1P4 antagonist = blocks the human S1P4 receptor; O95977; S1P4-expressing cells, antagonist mode, reporter read-out; inhibition, % at 4.98 µM; 0.26% of 220,000 active; in the data active = inhibition above about 29%;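 note: 0% = wells stimulated with agonist and 100% = vehicle wells without agonist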
* hit, by the source's call; i = inactive; & = joins results of further samples. Hits appear at their usual frequency; overall some 3.6% were active at least once.

SMILES	BaF3 parental	TRPN1 ag	EP2 modulator	PERK inh	Calpain2 inh	TRPML3 agonist	S1P4 agonist	Ba/F3 V617F tox	S1P4 antagonist
CCCC(c1nnnn1C(C)(C)C)N1CCN(Cc2ccccc2)CC1 (stereo not given)	3	-0.5	-51&-38	-0.2	-16	0.8	0.7	-3	-9
COc1cc(OC)cc(C(=O)NCC(=O)OCc2nc3ccccc3s2)c1	3	-2.8	27	-0.1	-26	-0.4	-1.7	1	-14
c1ccc(-c2nn3c(Cn4nnc5ccccc54)nnc3s2)nc1	5	-0.9	-8	-0.6	-56	-0.1	1.3	2	1
CC(C)C(=O)NNC(=O)c1c(O)c2ccccc2[nH]c1=O	-5	2.4	-4&38	1.8	-22	0.8	1.1	0	-20
CCOC(=O)CCN(Cc1cccs1)S(=O)(=O)c1ccc(F)cc1	7	-3.0	43	-0.5	-14	-0.9	2.7	-1	-12
CCCNC(=S)Nc1ccc(F)cc1F	-2	1.9	-5	1.5	-11	0.5	0.4	-2	1
O=C(O)/C=C/C(=O)NC1CCCCCCCCCCC1	-1	0.2	-31	0.4	4	1.1	-1.0	3	5
Cc1ccc(C)c(N2CCN(c3nc4ccccc4c(=O)n3Cc3ccccc3)CC2)c1	5	1.9	28	1.9	-10	0.6	1.4	-4	5
Cc1cccnc1NC(=O)Cn1nc(C)c([N+](=O)[O-])c1C	5	0.1	13	-0.5	-1	0.3	3.5	2	7
COc1ccc(CCN2C(=O)CCC2(C)C(=O)NCc2cccnc2)cc1OC (stereo not given)	3	0.8	-1	1.0	7	0.5	0.8	0	3
COCCN(CC(=O)NCc1ccccc1)C(=O)CCC(=O)Nc1nccs1	3	1.6	12&-21	0.3	-12	0.8	-0.1	2	-23
COc1ccc(CC(=O)NCc2nnc(SCC(=O)Nc3nccs3)n2-c2ccccc2)cc1	4	0.5	6	0.7	-5	-1.5	-1.5	2	0
O=C1CSc2ccc(C(=O)Nc3cccc(S(=O)(=O)Nc4ccc(Br)cc4)c3)cc2N1	44*	0.7	-63	-0.2	-63	0.4	-0.2	17	-10
CCC1=C/C(=C/c2sc3ccccc3[n+]2CC)CC(C)(C)C1	15	-1.1	-13	0.1	-28	0.3	0.8	2	19
Cc1ccc(C(=O)NCC(=O)OCC(=O)Nc2ccccc2C#N)s1	2	0.1	-16	-1.1	10	0.1	0.7	2	-13
CC(C)(C)c1nnc(NC(=O)Nc2ccc(Cl)cc2)s1	1	-0.2	-21	-0.5	9	0.9	1.3	1	-9
NC(=S)N/N=C/c1ccc2ccccc2c1	5	-1.5	-1	0.8	13	-0.1	-0.7	2	-20
C/C(CC1(O)C(=O)Nc2ccccc21)=N\O (stereo not given)	5	-0.5	25	0.7	15	0.3	0.2	-5	1
O=C1C[C@@H](c2ccc(O[C@@H]3O[C@H](CO)[C@@H](O)[C@H](O)[C@H]3O)cc2)Oc2cc(O)ccc21	3	1.2	18	1.7	9	0.6	1.3	0	-17
CC(=O)Nc1ccc(S(=O)(=O)NNC(=O)c2cc3c4ccccc4n(C)c3s2)cc1	6	-1.4	-32	-0.1	-44	0.1	2.2	0	-15
CCN(Cc1ccncc1)Cc1c(O)ccc2cc(Br)ccc12	4	0.2	-34	0.3	-24	0.7	1.0	-4	16
CC(=O)NCC(=O)OCC(=O)c1ccc(Cl)cc1	8	0.8	-1	1.3	28	0.7	1.6	3	4
Oc1ccccc1C1=Nc2nc3ccccc3n2C(c2ccccc2)C1 (stereo not given)	0	-0.1	33	-0.3	-6	0.5	0.7	3	2
CCOc1ccc(/C=N/N(C)c2ccccc2)cc1OC	3	-0.3	24	-0.7	-36	-1.0	-0.3	0	0
O=C(Nc1ccc2c(c1)OCO2)C1CCN(S(=O)(=O)Cc2ccccc2)CC1	4	2.0	-1&10	-0.6	-3	-0.5	-2.4	-2	-11

A draw from above in order of formula weight, falling.
SMILES	BaF3 parental	TRPN1 ag	EP2 modulator	PERK inh	Calpain2 inh	TRPML3 agonist	S1P4 agonist	Ba/F3 V617F tox	S1P4 antagonist
Cc1ccc(C(=O)NCC(=O)OCC(=O)Nc2ccccc2C#N)s1	2	0.1	-16	-1.1	10	0.1	0.7	2	-13
O=C(O)/C=C/C(=O)NC1CCCCCCCCCCC1	-1	0.2	-31	0.4	4	1.1	-1.0	3	5
NC(=S)N/N=C/c1ccc2ccccc2c1	5	-1.5	-1	0.8	13	-0.1	-0.7	2	-20

Following part
SMILES	BaF3 parental	TRPN1 ag	EP2 modulator	PERK inh	Calpain2 inh	TRPML3 agonist	S1P4 agonist	Ba/F3 V617F tox	S1P4 antagonist
CC(=O)Nc1c(O)nc(SCc2ccccc2C#N)[nH]c1=O	2	1.3	9&10	1.4	-2	0.7	-0.5	-3	6
O=C(c1ccc(Cl)cc1)N1CCCOC1	5	0.0	9	1.4	-30	0.2	-4.0	0	-8
Cc1ccc(/C=N\NC(=O)c2cc(OCC(F)(F)F)ccc2OCC(F)(F)F)cc1	13	0.1	-6	0.2	35	1.1	-2.2	7	6
O=C1CC(c2ccco2)CC2=C1C=Nc1ccccc1N2 (stereo not given)	3	0.3	8	-0.5	24	-0.3	-2.9	-3	-13
CC(C)OC(=O)CSc1ncnc2c1cnn2-c1ccccc1	1	1.5	-5	-0.5	-28	0.2	2.2	-2	-11
COc1ccc(CCNC(=O)CN2CCC(n3nnc4cc(F)ccc43)CC2)cc1OC	8	-0.3	8&-13	-0.5	-12	0.8	0.3	0	-6
O=P(Cc1cc(Br)cc(Br)c1OCCO)(c1ccccc1)c1ccccc1	2	-1.0	14	-1.7	-1	-0.1	0.7	-1	19
CCN(CC)C(=O)Cn1cc(SCC(=O)NC2CCCC2)c2ccccc21	4	-1.2	-11	-0.2	5	0.2	0.5	1	-6
O=C(Nc1nc(-c2ccccc2)cs1)C1CCCO1 (stereo not given)	-4	1.3	-36	0.7	-2	0.8	0.8	-3	-7
Cc1ccc(S(=O)(=O)Nc2ccc(N3CCOCC3)cc2)cc1[N+](=O)[O-]	4	1.2	-30	1.0	-26	0.2	3.1	-2	-30
CCN(CC)CCCNC(=O)c1cc2c(Cl)nc3ccccc3c2s1	9	0.2	-26	0.7	3	1.2	0.3	6	-20
Cc1sc2ncnc(SCc3ccc(C(=O)O)cc3)c2c1C	7	2.7	-45&28	0.3	-8	1.1	-1.1	-1	-1
COc1ccc(CNC(=O)C2CCN(S(=O)(=O)N3CCOCC3)CC2)cc1	0	0.4	28	1.2	3	-0.5	0.6	-3	0
O=C(c1cccc(F)c1)N1CCc2ccccc2C1	6	0.6	-24	-0.3	5	-0.7	0.9	4	0
Cc1cc(/C=C(/C#N)C(=O)O)c(C)n1CCC(C)C	5	1.3	25	0.6	13	0.7	-1.3	4	11
OC(CN1CCOCC1)CN(c1ccccc1)c1ccccc1 (stereo not given)	1	-0.5	28	-0.6	11	0.3	-0.5	-5	-6
O=C(CSc1nnc(-c2cccs2)o1)c1cccs1	4	-0.1	14	0.6	-3	-0.7	1.5	-1	-6
O=C(Nc1ccc(Cl)cc1)Nc1nc(-c2ccccc2O)cs1	-1	17	-11	0.0	10	7.2	2.5	6	18
O=C(O)c1ccc(C2NCC(c3ccccc3Cl)c3c2[nH]c2ccccc32)cc1 (stereo not given)	1	-0.7	4	1.1	-81	0.6	0.9	-2	-3
COC(=O)c1ccccc1OC(=O)c1ccc(Br)o1	7	-2.7	-1	1.4	-1	0.1	-3.7	-1	1
CCOC(=O)C(CC)/C(C)=N/NC(=O)c1ccccc1[N+](=O)[O-] (stereo not given)	8	-1.2	4	0.1	1	-0.1	-2.2	5	-11
O=C(N/C(=C/c1cccnc1)C(=O)N1CCOCC1)c1ccco1	0	-0.2	11	1.5	1	1.1	-0.2	-3	4
CCOc1ccccc1CN1CCN(Cc2nc3ccccc3s2)CC1CCO (stereo not given)	2	-1.2	-65	-0.6	-14	0.3	-1.2	-1	-7
CCOC(=O)/C=c1\s/c(=C\c2ccc(C(F)(F)F)cc2)c(=O)n1CC(=O)NCc1ccco1	0	-0.4	10	0.6	-46	0.3	0.6	0	-19
O=C(Nc1ccc2c(c1)OCO2)c1cccc2c1C(=O)N(Cc1cccnc1)C2	7	0.5	3	-0.7	-41	0.1	0.8	-1	-28
SMILES	BaF3 parental	TRPN1 ag	EP2 modulator	PERK inh	Calpain2 inh	TRPML3 agonist	S1P4 agonist	Ba/F3 V617F tox	S1P4 antagonist
O=C(CN1CCN(C(=O)N2CCCCC2)CC1)Nc1ccc(F)cc1	4	0.9	24	0.1	8	0.3	0.2	-1	-19
CCOc1ccc(NC(=O)CSc2nc3ccccc3c(=O)n2CCNC(C)=O)cc1	3	-0.3	-22	0.4	-19	0.5	0.5	-1	-6
COc1ccc(C(=O)Nc2ccc(C)cn2)c(OC)c1	6	2.5	0	-0.3	43	-0.2	0.6	1	-14
Cc1ccc2nc(Cl)c(C#N)cc2c1	9	-0.2	1	0.8	-26	-0.5	1.4	-3	-11
Cc1sc(NC(=O)c2ccco2)c(C(=O)c2ccc(Cl)cc2)c1C	1	-0.5	51	-0.1	13	0.0	0.4	3	-12
O=C(COC(=O)CNS(=O)(=O)c1ccc(F)c(F)c1F)Nc1ccc(OC(F)F)cc1	2	-1.5	20	0.7	7	0.2	-1.2	-3	-11
O=c1c2ccccc2nnn1-c1ccc(Br)cc1	-2	0.3	26	0.7	-18	0.1	-0.2	-1	2
CC12CN(S(=O)(=O)c3ccccc3)CC(C)(CN(S(=O)(=O)c3ccccc3)C1)C2	1	0.1	6	0.4	-6	0.4	-1.8	-1	6
O=C(NC1CCCCC1)C1CCN(c2cnccn2)CC1	0	0.8	10	0.6	-34	0.3	-1.0	-2	-1
O=C(c1coc2ccc(O)c(CN3CCOCC3)c12)C1CC1	7	0.5	-14	0.4	-22	-0.5	1.1	2	14
O=C(O)C(Cc1ccccc1)N1Cc2ccccc2C1=O (stereo not given)	5	-1.1	30	0.5	-13	0.2	-3.3	2	12
COC(=O)N(NC(=O)C(O)(c1ccccc1)c1ccccc1)c1ccccc1	11	-1.0	13	-1.2	21	-0.4	-0.2	6	4
CC(=O)Cc1nsc(NC(=O)c2oc(-c3ccccc3Cl)cc2C)n1	7	0.5	6&-16	0.8	-96	0.0	0.6	-2	-15
Cc1c(C(=O)NCc2cccnc2)oc2ccccc12	5	2.0	-5	1.3	18	0.3	-0.6	-2	-13
CCn1cc(C(=O)NCc2ccccc2)c(=O)c2cc(F)c(N3CCN(C(=O)c4ccco4)CC3)cc21	11	-0.2	3	-2.9	i	0.9	-1.7	5	0
CCN(CC(=O)NC1CCS(=O)(=O)C1)C(=O)COc1ccccc1-c1ccccc1 (stereo not given)	5	1.8	31	0.2	-7	-0.8	-0.1	0	1
CN(C)CCNC(=O)CN1C(=O)COc2ccc(C(C)(C)C)cc21	1	0.9	-8	0.4	-2	0.5	0.6	-2	-15
O=C(/C=C/c1cccs1)Nc1ccc(S(=O)(=O)Nc2ncccn2)cc1	2	-0.6	4	1.5	17	0.6	0.5	-1	7
O=C(CSc1c2c(nc3ccc(Cl)cc13)CCCC2)NCc1ccco1	-2	-1.7	-8	-1.2	4	-1.1	0.6	-4	11
CCOc1ccc(S(=O)(=O)N2CCN(C(=O)c3cccn3C)CC2)cc1	9	-0.8	-30	1.5	-3	1.5	-1.4	-1	-9
